# Mdm2 MdmX PPI: inhibitors of human Mdm2/MdmX interaction | 330,000 tested, 3% active | SaOS-2 split-luciferase Mdm2/MdmX complementation, luminescence | AID 485346 | inhibition, % at 8 µM;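 active = inhibition of at least 50% at 8 µM in the primary screen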
# NLRP3 yeast inh: blocks the NALP3 inflammasome reconstituted in yeast | inhibition, % at 10 µM | 330,000 tested, 0.39% active | Yeast reconstituted NLRP3/ASC/caspase-1, beta-gal luminescence, 24 h;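 active = inhibition of 50% or more; inactive = inhibition below 50%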;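 also: plate controls were induced DMSO wells for no effect and uninduced yeast grown without galactose for full effect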
# tim10-1 inh: tim10-1 yeast growth inhibition; S. cerevisiae tim10-1 ts strain growth, BacTiter-Glo, 24 h; inhibition, % at 20 µM; 330,000 tested, 2.2% active; AID 463190;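 active = inhibition of at least 40%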;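 also: mutant grown at 25 °C; 0% = DMSO wells with yeast and 100% = wells holding no yeast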
# CHOP UPR activ: activators of apoptotic arm of unfolded protein response (CHOP); CHO-CHOP luciferase reporter, UPR activation, luminescence; percent of tunicamycin response over DMSO baseline; 330,000 tested, 0.34% active; activation, % at 10 µM;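 active = at 10 µM dose, activation of 40% or more, normalized to positive control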;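 also: 100% = tunicamycin at 10 µg/mL and 0% = DMSO alone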
#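 System: CHO CHOP reporter cells. Amount: 500 cells per well. Buffer or medium: F12 medium, 10% FBS. Compound dosing: one dose, 10 µM in 0.5% DMSO. Incubation: 6 h compound exposure at 37 °C after overnight seeding. Technique: Steady-Glo luciferase luminescence. Benchmarks: tunicamycin and DMSO controls.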
# UPR XBP1 act: adaptive UPR (XBP1) activation; CHO-XBP1 luciferase reporter, IRE1-XBP1 UPR activation, luminescence; percent of tunicamycin response, DMSO as zero; activation, % at 20 µM; 330,000 tested, 0.33% active; AID 463104;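 active = versus positive control, 20 µM dose yields 30% or more activation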;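 also: 100% = tunicamycin at 10 µg/mL and 0% = DMSO only wells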
#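 Assay system: CHO-XBP1 luciferase reporter cells; Schedule: 6 h treatment, 37 °C; Detection: glow luminescence from Steady-Glo reagent; Benchmarks: high control tunicamycin 10 µg/mL final, low control DMSO vehicle only.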
# tim23-1 inh: growth inhibitors of tim23-1 mutant yeast; AID 463212; inhibition, % at 20 µM; 330,000 tested, 1.3% active; S. cerevisiae tim23-1 growth, BacTiter-Glo luminescence, 24 h;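 active = growth inhibition of the mutant yeast at or above 50%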;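 also: temperature-sensitive mutant grown at 25 °C; plate controls were DMSO-treated mutant yeast for no effect and medium wells lacking yeast for full effect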
# APJ agonist: activates the human apelin receptor APJ | P35414 | CHO-K1 APJ PathHunter beta-arrestin, luminescence; 0% DMSO wells, 100% apelin | activation, % at 20 µM | 330,000 tested, 0.11% active;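 active = activation more than six SD over the plate average, tested at 20 µM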;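 also: 0% = DMSO alone and 100% = apelin-13 at 10 nM; some results filed as inactive read as strong as hits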
# Target sequence (P35414 whole entry, looked up): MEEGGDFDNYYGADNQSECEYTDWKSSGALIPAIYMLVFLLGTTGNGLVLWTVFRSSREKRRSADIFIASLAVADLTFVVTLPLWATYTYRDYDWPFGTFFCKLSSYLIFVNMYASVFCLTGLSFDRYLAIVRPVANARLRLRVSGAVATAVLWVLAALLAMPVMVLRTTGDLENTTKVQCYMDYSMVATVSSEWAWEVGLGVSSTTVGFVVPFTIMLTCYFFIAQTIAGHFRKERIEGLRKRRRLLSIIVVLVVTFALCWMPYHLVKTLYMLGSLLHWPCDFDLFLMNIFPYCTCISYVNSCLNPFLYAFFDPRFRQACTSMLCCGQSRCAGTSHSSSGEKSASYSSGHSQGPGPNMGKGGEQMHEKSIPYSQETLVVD
#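 Material: CHO-K1 APJ beta-arrestin complementation cell line; Input: cell density 1000 per well; Incubation: compound stimulation 90 min at 25 °C, detection 60 min; Signal: luminescence from split beta-galactosidase complementation, Galacton Star/Emerald II substrate; Controls: DMSO-only wells as negative, 10 nM Apelin-13 as positive control.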
# TIM10 inh: inhibits growth of TIM10 yeast strain; S. cerevisiae TIM10 strain growth, BacTiter-Glo luminescence, 24 h; inhibition, % at 10 µM; 330,000 tested, 1.4% active; AID 463195;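 active = inhibition of 40% or more at the single tested concentration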;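 also: wild-type TIM10 isogenic control strain grown at permissive 25 °C; 0% = DMSO yeast wells and 100% = minimal medium wells without yeast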
# NR3A LBD binder: NR3A (human) ligand-binding domain modulation; NR3A LBD differential scanning fluorimetry, Tm shift; 0% = protein alone, 100% = glycine-bound protein; Tm shift relative to glycine control, % at 25 µM; 340,000 tested, 2.5% active; AID 1259313;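 active = melting temperature shift of at least 10% of the positive control shift, at one fixed dose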
# The depositor's hits bear a star; . = no result given. Outcome played no part in choosing rows. About 8.2% of those tested had a hit in this group.
SMILES,Mdm2 MdmX PPI,NLRP3 yeast inh,tim10-1 inh,CHOP UPR activ,UPR XBP1 act,tim23-1 inh,APJ agonist,TIM10 inh,NR3A LBD binder
c1ccc2c3c([nH]c2c1)C(C1CCCCC1)N(Cc1ncc[nH]1)CC3 (centres undefined),32,12,24,1.5,1,7,-4,3,-4
O=C(c1ccc([N+](=O)[O-])cc1)N1CCSC1c1ccc(Cl)cc1 (centres undefined),-5,20,9,-0.2,-1,-36,-3,-2,-2
Cc1c(Cl)cccc1N(CC(=O)NC1CCCCC1)S(C)(=O)=O,25,-3,27,-1.2,-1,6,-4,16,-4
COc1ccc(C(C)=O)cc1CN1CCCCC1,-1,9,0,-1.0,-1,16,-2,3,1
O=C(Nc1ccc2c(c1)OCO2)c1cc(-c2cccnc2)nc2ccccc12,-4,18,4,1.8,1,19,-1,8,-3
CN1/C(=C/C2CC(=O)NC2=O)C(C)(C)c2ccccc21 (centres undefined),9,14,13,-1.0,-3,19,1,1,-2
COc1ccccc1CNS(=O)(=O)c1c(C)noc1C,-15,6,10,0.6,1,0,-1,-3,2
Cc1ccc(Nc2nc(NCC3CCCO3)nc(N)c2[N+](=O)[O-])cc1 (centres undefined),-6,28,17,5.4,10,13,-1,19,1
Cc1cccc(C(=O)OCC(=O)Nc2ccc(N3CCCCC3)cc2)c1O,-20,19,9,1.4,7,5,-4,1,-2
COc1ccccc1OP(=O)(O)Oc1ccccc1OC,21,-9,-5,0.2,-3,-3,-1,-10,-3
O=C(CC1Sc2ncnn2C1=O)Nc1ccc(Cl)cc1 (centres undefined),-40,-2,22,2.0,-2,15,-1,17,-3
O=C(NCN1CCN(c2ccccc2F)CC1)c1cccnc1,-45,3,3,0.2,0,-1,-1,-16,-1
Cc1ccc(OC2=NS(=O)(=O)c3ccccc32)cc1,16,8,3,-0.2,-3,-10,-2,4,0
COc1ccc(CCN(C(=O)C(F)(F)F)C(C(=O)NC2CCCCC2)c2cccs2)cc1 (centres undefined),0,12,23,-1.3,-1,17,-1,17,1
CC(C)(C)NC(=O)C(c1ccc(F)cc1)N(CC1CCCO1)C(=O)CCC(=O)Nc1ccccn1 (centres undefined),-11,5,7,4.2,0,13,0,4,-4
C/C(N)=C(/C#N)C(=O)CSc1nnc(-c2ccc3c(c2)OCO3)o1,23,-7,13,-3.8,-6,28,1,8,-1
O=C(NCC(c1ccco1)N1CCCC1)c1cccc(NS(=O)(=O)c2ccc(Br)cc2)c1 (centres undefined),10,11,-31,0.8,-2,-26,-4,-9,1
CCOC(=O)C1=C(C)c2ccccc2N(S(=O)(=O)C(F)(F)F)C1C(=O)OCC (centres undefined),18,.,17,2.4,-1,44,.,3,1
Cc1ccc(NC(=O)c2cc(S(=O)(=O)NCCC3=CCCCC3)ccc2F)cc1F,14,14,7,1.7,-4,0,0,32,17*
COc1ccc(Br)cc1CNC(=O)C1CCN(C(=O)N(C)C)CC1,5,9,8,-1.6,3,4,1,-2,-1
Cc1ccc2nc(SCC(=O)NCc3cccs3)[nH]c2c1,12,9,-3,-1.6,-4,8,-3,10,0
Cc1ccc(/C=C/S(=O)(=O)NCC(=O)OCC(=O)Nc2ccc(C(=O)N(C)C)cc2)cc1,-7,-6,7,0.2,-3,-17,-2,2,2
CC1CCCCC12NC(=O)N(CC(=O)OCc1ccccc1Cl)C2=O (centres undefined),24,21,22,-0.5,-2,42,5,2,0
Cc1ccc(C)c(-c2cc(C(=O)NC3CC3)c3ccccc3n2)c1,2,4,-14,-0.9,-3,22,-8,-7,-1
CC(=O)NS(=O)(=O)c1ccc(NC(=O)c2ccc(Br)o2)cc1,-18,-2,10,1.1,-2,19,1,-16,0
NC(N)=Nc1nc(-c2ccccc2)c2ccccc2n1,62*,0,-35,-0.9,-6,-3,-2,-5,0
N#Cc1ccc(Oc2nc(C#N)cc(-c3ccccc3)n2)cc1,20,34,13,-1.7,5,27,-2,17,7
Cc1cc(C(=O)OCC(=O)NC2(C#N)CCCCC2)c(C)o1,24,18,22,0.1,-1,17,-7,10,0
CCN1CCCC1CNS(=O)(=O)c1ccc(Cl)c(C(F)(F)F)c1 (centres undefined),19,23,-3,-0.3,1,-16,0,-14,1
CC1CC(C)(C)CC2(C1)NC(=O)N(CC(=O)NCCc1c[nH]c3ccccc13)C2=O (centres undefined),4,6,-1,-0.3,-1,7,-4,-23,-1
Cc1cc(C)cc(OCC(=O)OC/C(O)=C(\C#N)c2nc3ccccc3[nH]2)c1,20,5,-4,3.5,-3,-14,-3,6,-7
COc1cc(OC)cc(C(=O)NNC(=O)c2nn(C)c(=O)c3ccccc23)c1,-11,15,20,0.8,3,-7,-1,-2,0
O=C(CN1CCOCC1)Nc1ccc(NC(=O)CN2CCOCC2)c(Cl)c1,-9,-3,8,-0.5,-2,9,2,7,0
Cc1nc(SCc2nc3ccc(C(=O)c4ccccc4)cc3[nH]2)c2oc3ccccc3c2n1,13,18,-1,0.2,6,7,-1,-7,-6
COc1ccc(NC(=O)CN(C)C(=O)c2ccccc2SCC(=O)N2CCCC2)cc1,21,22,-34,-1.3,-2,2,5,-33,1
Cc1cc(=O)oc2cc(OC(C)C)ccc12,15,11,11,-2.7,1,-3,2,-10,-2
Cc1ccc(C23OCCN2CCn2nc4ccccc4c23)cc1 (centres undefined),-7,0,7,-0.5,-2,-1,-2,5,0
Cc1cccc(NC(=O)CN(C)S(=O)(=O)c2ccc(Cl)cc2)n1,3,10,23,-1.7,1,11,-5,4,-3
COc1cc(/C=C(\C#N)C(=O)c2ccc(O)c(O)c2)cc(I)c1O,25,31,17,-0.2,-6,18,-6,2,2
COc1ccc(C2C(C#N)=C(N)N(c3cccnc3)C3=C2C(=O)CC(C)(C)C3)cc1OC (centres undefined),5,12,7,5.9,-3,-1,-3,-4,-3
COc1ccccc1CNc1ncc(-c2ccccc2)n1C,-20,5,-6,3.1,-4,4,-6,3,-1
CN(Cc1cnccn1)C(=O)CC1C(=O)NCCN1Cc1cccc(Oc2ccccc2)c1 (centres undefined),-32,5,16,0.3,-1,3,0,-9,0
CCCCn1c(CNC(=O)C(C)(C)C)nc2ccccc21,18,6,-3,-2.2,0,-6,-2,-6,3
CC(=O)C1(O)C(C)CC2C3CCC4CC(O)CCC4(C)C3=CCC21C (centres undefined),0,25,37,0.8,-1,40,-5,23,-1
COC(=O)CC1C(=O)NCCN1C(=O)c1c(F)cccc1F (centres undefined),-5,10,-6,1.8,-5,2,2,2,-2
O=C1c2ccccc2NC2(CCCC2)N1O,9,14,-5,-0.9,-1,13,-5,0,-3
O=C(Nc1cccc2c1CCCC2)c1ccc(F)cc1,12,19,4,3.4,0,25,-3,9,0
O=C(COc1ccc(Cl)cc1)NCc1nnc(SCC(=O)N2CCCc3ccccc32)o1,-5,-8,13,0.4,2,2,2,10,1
COc1cccc(CN(C)C(=O)CCN=C2NS(=O)(=O)c3ccccc32)c1,11,14,-7,0.3,-2,2,-2,6,0
COc1cc(OC)cc(C(=O)N2CCN(C(=O)c3ccc(OC)c(OC)c3)CC2)c1,1,16,20,-3.1,0,-3,-6,-4,-1
CN(/N=C/c1ccc(O)cc1O)c1nc(-c2ccccc2)cc(-c2ccccc2)n1,27,7,23,5.8,17,24,-1,18,22*
CC(C)CC(=O)NC(=S)Nc1ccc(N2CCCC2)c(Cl)c1,3,12,24,3.9,-2,10,-4,29,9
O=C(c1cnccn1)N1CCN(S(=O)(=O)c2cccc(Cl)c2)CC1,-10,1,3,-1.8,-4,10,-2,-1,3
Cc1ccc(NC(=S)N(C)Cc2cn(C)c3ccccc23)cc1,-15,11,33,2.1,-1,44,2,33,-5
O=C(COc1coc(CN2CCN(c3ccccc3F)CC2)cc1=O)NC1CCCCC1,10,20,-4,2.1,0,1,-7,-2,2
CCSc1nnc(C)c(=O)n1COC(=O)c1ccc(S(=O)(=O)N2CCCC2)cc1,-18,18,19,1.3,2,12,3,5,2
N#Cc1ccc(C(=O)Nc2cccc3ccccc23)c(F)c1,7,15,0,-0.2,-5,-2,-1,2,-1
COc1ccccc1NCCC(=O)OCC(=O)NCc1ccco1,22,1,-27,-1.1,-2,-15,-3,-14,0
CCNc1c(NC(=O)c2ccc3c(c2)OCO3)c(=O)oc2ccccc12,5,-1,-13,1.1,-2,-2,2,-3,2
Cc1onc(-c2c(F)cccc2Cl)c1C(=O)OCC(=O)NCc1ccco1,11,-3,4,-3.1,-2,-14,-4,-23,-2

# Other structures follow.
SMILES,Mdm2 MdmX PPI,NLRP3 yeast inh,tim10-1 inh,CHOP UPR activ,UPR XBP1 act,tim23-1 inh,APJ agonist,TIM10 inh,NR3A LBD binder
CCN(C(=O)COC(=O)/C=C/c1ccccc1Cl)c1c(N)n(Cc2ccccc2)c(=O)[nH]c1=O,26,-3,-15,0.6,5,-13,-3,-17,1
CC(=O)Cc1nsc(NC(=O)c2ccc(COc3cccc(C)c3)o2)n1,-12,7,9,-0.9,-2,26,0,-12,0
CCCN(CC(=O)Nc1ccc(F)c(F)c1F)C(=O)c1cc([N+](=O)[O-])ccc1N1CCOCC1,-16,21,3,1.0,-2,15,5,2,1
COc1ccc(Cl)cc1N1C(=O)CN(Cc2cc(OC)c(OC)c(OC)c2)C1=S,-18,10,2,1.7,-6,0,3,15,2
O=C(COC(=O)CN1C(=O)C2CCCCC2C1=O)Nc1cc(S(=O)(=O)N2CCOCC2)ccc1Cl (centres undefined),5,16,-1,0.3,-1,2,2,0,-1
O=C(/C=C/c1cccc(OCc2ccccc2)c1)c1cccnc1,42,7,57*,3.8,5,37,2,65*,-43
Cc1cc(NC(=O)COc2ccccc2C#N)no1,-43,4,-4,4.7,7,9,-1,5,0
O=C(N1CCOCC1)N1CCN(Cc2ccccc2)CC1,-22,11,10,-0.3,1,4,-2,-5,0
CCCCN(Cc1ccccc1)C(=O)C1CCC(=O)N(CCc2ccccn2)C1 (centres undefined),2,17,3,-0.4,-4,7,-4,-8,0
COc1cccc(C(=O)Nc2cc3c(cc2Br)OCCCO3)c1,-159,20,41*,2.3,3,30,-2,-3,-2

# Another view of part of the listing above.
Structure: COc1cccc(C(=O)Nc2cc3c(cc2Br)OCCCO3)c1
  Mdm2 MdmX PPI: -159
  NLRP3 yeast inh: 20
  tim10-1 inh: 41*
  CHOP UPR activ: 2.3
  UPR XBP1 act: 3
  tim23-1 inh: 30
  APJ agonist: -2
  TIM10 inh: -3
  NR3A LBD binder: -2

Structure: O=C(COC(=O)CN1C(=O)C2CCCCC2C1=O)Nc1cc(S(=O)(=O)N2CCOCC2)ccc1Cl (centres undefined)
  Mdm2 MdmX PPI: 5
  NLRP3 yeast inh: 16
  tim10-1 inh: -1
  CHOP UPR activ: 0.3
  UPR XBP1 act: -1
  tim23-1 inh: 2
  APJ agonist: 2
  TIM10 inh: 0
  NR3A LBD binder: -1

Structure: COc1ccc(Cl)cc1N1C(=O)CN(Cc2cc(OC)c(OC)c(OC)c2)C1=S
  Mdm2 MdmX PPI: -18
  NLRP3 yeast inh: 10
  tim10-1 inh: 2
  CHOP UPR activ: 1.7
  UPR XBP1 act: -6
  tim23-1 inh: 0
  APJ agonist: 3
  TIM10 inh: 15
  NR3A LBD binder: 2
